# High-throughput results from PubChem.
# NCI-60 one-dose screen, 48 h, at 10 µM unless noted. Numbers give growth in % (100 = growth as untreated, 0 = no growth, -100 = all killed).
# NCI-H522 – NCI-H522 lung cancer | AID 1794739 | 78,000 tested, 8% active
# HCT-15 – HCT-15 colon cancer; AID 1794746; 82,000 tested, 5.2% active
# NCI-H226 – NCI-H226 lung cancer; 79,000 tested, 3.5% active; AID 1794732
# NCI-H460 – NCI-H460 lung cancer; 82,000 tested, 6.8% active; AID 1794736
# HT29 – HT29 colon cancer; 81,000 tested, 7.4% active
# NCI-H322M – NCI-H322M lung cancer. 80,000 tested, 2.7% active
# SW-620 – SW-620 colon cancer; AID 1794795; 82,000 tested, 5.2% active
# NCI-H23 – NCI-H23 lung cancer; 80,000 tested, 4% active
# COLO 205 – COLO 205 colon cancer. 79,000 tested, 7.3% active. AID 1794742
# Starred values were filed as active, the others as inactive; . = not tested or not shown; & = joins results of further samples. The calls were made as follows: active = growth percent below 10; inactive = the rest.
SMILES,NCI-H522,HCT-15,NCI-H226,NCI-H460,HT29,NCI-H322M,SW-620,NCI-H23,COLO 205
OCC(O)C(O)C(O)C(O)C(SCc1ccccc1)SCc1ccccc1 (stereo unspecified),111&93,101&98,96&108,110&112,111&106,108&100,104&102,108&102,108&114
NNC(=O)CSc1nc2ccccc2c(=O)n1Cc1ccc(S(N)(=O)=O)cc1,91,100,105,101,109,103,102,101,115
OC[C@H]1COC[C@@H](CI)O1,84,90,98,107,91,105,107,104,114
COC(=O)c1ccc(-c2c(-c3ccccc3)c(F)c3oc(C(=O)OC)c(N)c3c2-c2ccccc2)cc1,83,77,100,100,102,97,87,87,100
CN1CCN(C(=O)C(C)(C)c2ccc(C(=O)Nc3cn4cc(-c5ccncc5)ccc4n3)cc2)CC1,-1.2*,2.1*,9.7*,11,6.5*,17,11,10,2.5*
N#Cc1oc(-c2ccccc2)nc1CN1CCC(C2(C(F)(F)F)N=N2)CC1,87,109,91,102,98,86,95,89,117
N#C/C(=C\c1ccc([N+](=O)[O-])cc1)C(=O)c1ccccc1,99,110,101,106,114,104,103,111,105
Nc1c(C(=O)Nc2ccccc2F)sc2nc3c(cc12)CCC3,99,60,100,103,94,108,103,109,112
CNCCCOc1c(Br)cc(CCNC(=O)/C(Cc2cc(Br)c(OC)c(Br)c2)=N/O)cc1Br,-64*,-58*,75,-45*,-48*,21,-47*,-21*,-72*
COc1ccc(-c2nn(-c3cccc(Cl)c3)cc2-c2c(C#N)c(=O)n3[nH]c(-c4ccc(C)cc4)nc3c2C#N)cc1,21,65,58,39,5.3*,.,-21*,75,16
CC(S)C(=O)NCC(=O)O (stereo unspecified),94,105,93,105,103,106,98,.,117
COc1ccc(Cn2cc(C(=O)N=Nc3c(O)[nH]c4ccccc34)nn2)cc1,88,105,87,109,99,98,101,103,108
O=C1CCC(=O)N1N1C(=O)CCC1=O,102&147,105&116,102&139,102&124,106&120,103&121,98&115,100&104,113&116
COC(=O)[C@@H]1Cc2c([nH]c3ccccc23)C(c2cccc(O)c2)N1 (stereo partly specified),74,102,97,111,92,94,107,96,100
CC(C)CC(=O)C(C)C(C)C (stereo unspecified),.,101,96,105,94,96,105,106,109
CC(=O)Oc1ccc2ccc3ccc(C(C)=O)cc3c2c1,60,92,93,99,96,100,99,94,117
CCCCCCCCCCCCCCCCCCNC(=S)/N=C\C(C(=O)Nc1ccccc1C)=C(/C)O,89,106,87,107,102,99,100,94,109
Cn1cc[nH]c1=S,102,104,95,113,107,99,104,97,111
Cc1ccc2c(c1)C[C@@]1(C)c3ccccc3N(C)[C@H]1N2,93,96,108,116,96,105,99,99,115
NC(=O)c1c(Br)cc(Br)c(NC(=O)CCl)c1Br,74,89,110,91,94,94,126,82,94
FC(F)(F)c1cccc(CCC2CCCC2C2CC2)c1 (stereo unspecified),102,108,104,113,108,107,104,108,117
COc1cc(-c2nc(N3CCN(c4ccccc4)CC3)c3ccccc3n2)cc(OC)c1OC,88,100,93,96,104,97,86,90,93
COc1cc2c3c(c4c5ccccc5[nH]c4c2c(OC)c1OC)C(=O)N(CCN1CCOCC1)C3=O,35,50,70,19,34,68,32,63,56
COC(=O)c1cc(C(=O)OC)cc([N+](=O)[O-])c1,91,105,108,113,111,117,102,105,101
COc1ccc(Nc2nc3ccccc3nc2/C=C/c2ccccc2)cc1,85,101,111,111,93,95,104,.,106

# (listing goes on)
SMILES,NCI-H522,HCT-15,NCI-H226,NCI-H460,HT29,NCI-H322M,SW-620,NCI-H23,COLO 205
CC(=O)Nc1ccc(Sc2ccc([N+](=O)[O-])o2)cc1,.,2.2*,.,47,26,98,-76*,40,-67*
O=C1NC(=Nc2cccc(C(F)(F)F)c2)S/C1=C\c1cccs1,88,95,92,99,111,101,100,96,114
C=CCNC(=S)NN,92,91,106,99,55,82,86,98,107
Cc1ccc(CC#N)c(-c2c(CC#N)ccc(C)c2C)c1C,112&81,95&105,101,100&96,90&92,94&92,97&100,100&102,99&94
COc1cccc(C2=NN(c3ccc(-c4ccccc4)nn3)C(c3ccc(F)cc3)C2)c1 (stereo unspecified),94,100,90,99,102,93,100,92,107
C=CCn1c(SCC(=O)c2ccc(OC)cc2)nnc1-c1c[nH]c2ccccc12,100,98,93,101,113,98,99,.,97
O=C1CCc2ccccc21,94,106,94,101,101,98,103,103,112
CCc1onc(-c2ccc(OC)cc2)c1-c1ccccc1O,93,110,112,111,105,106,108,98,115
Cc1cc(CC(=O)NCCO)n(CCO)c(=O)c1,94,109,105,103,98,103,98,101,104
Cc1ccc(-c2nnc(SCc3cc(=O)oc4ccc(C)cc34)n2-c2ccccc2)cc1,77,94,93,102,96,99,104,96,105
COc1ccc(/C=C(\c2cc(OC)c(OC)c(OC)c2)c2nnc(-c3ccc(Cl)cc3Cl)o2)cc1,68,76,79,90,96,77,88,86,99
Cc1ccc(-c2cc3nc(C(Cl)Cl)nc(-c4cccnc4)n3n2)cc1,4.5*,-23*,76,-10*,-27*,18,0.9*,-32*,-83*
CCC(=O)NO[C@@]1(C)/C=C/[C@H](C(C)C)CC/C(C)=C/CC/C(C)=C/[C@H](O)C1,.,106,94,101,73,91,98,98,.
O=C(/C=C/c1cn(-c2ccccc2)nc1-c1ccc(OCc2ccccc2)cc1)c1ccccc1,79,90,85,91,86,93,98,92,107
O=c1oc2ccccc2c(O)c1Sc1c(O)c2ccccc2oc1=O,110,119,107,107,109,106,103,103,111
Cc1cc(Br)nc2ccccc12,95,102,91,105,99,.,108,.,105
COc1cc(N)c2ncsc2c1,96,100,101,108,97,123,107,105,118
COc1ccc(-c2cnc3sc4c(-c5ccc(C)cc5)n[nH]c(=O)c4n23)cc1,96,102,104,119,103,100,112,91,100
COc1ccc2c(c1)C=C1CCCC3=Cc4cc(OC)ccc4OC13O2,102,105,97,105,98,106,95,97,111
CCCCN(CCCC)C1N=C(C)Nc2c1sc(=S)n2-c1ccc(OC)cc1OC (stereo unspecified),69,92,76,89,71,84,90,89,91
COc1ccccc1CNc1c2ccccc2nc2ccccc12,62,26,40,10,18,49,22,31,13
C(=C\c1cc(/C=C/c2ccccc2)c2ccccc2n1)/c1ccccc1,93,29,106,102,86,120,.,82,118
CC1CCc2c(sc3nc(Nc4ccccc4)sc(=O)c23)C1 (stereo unspecified),102,98,98,104,104,98,102,105,104
CC(C)/C=N/NC(N)=S,94,91,96,97,62,101,76,97,103
CC(=O)N1c2cc3ccccc3cc2N(C(C)=O)c2cc3ccccc3cc21,94,87,113,97,105,102,95,93,85

# (further entries)
SMILES,NCI-H522,HCT-15,NCI-H226,NCI-H460,HT29,NCI-H322M,SW-620,NCI-H23,COLO 205
O=C(N/N=C/c1ccc(Cl)cc1)c1ccccc1Nc1cccc(C(F)(F)F)c1,78,79,81,87,76,.,80,91,108
COC1OC2COC(c3ccccc3)OC2C(OC(C)=O)C1OC(C)=O (stereo unspecified),.,127,101,112,106,108,107,104,105
COc1cccc(Cn2cc(C(=O)Nc3cccnc3Nc3cc(OC)cc(OC)c3)nn2)c1,99,105,102,108,105,94,106,90,105
CSc1ccc(Br)cc1,101,110,93,108,101,101,118,95,91
O=C(CNc1nc(-c2ccccc2)cs1)Nc1ccc(Cl)cc1,-80*,-85*,-62*,-51*,-51*,-98*,-68*,-94*,-80*
CCOC(=O)C1=C(C(=O)OCC)N(c2ccc(F)c(Cl)c2)C(N)=C(C#N)C1c1cc(=O)[nH]c2ccccc12 (stereo unspecified),85,111,90,104,99,105,99,100,113
C=C(C)[C@@H]1CC[C@]2(C(=O)O)CC[C@]3(C)[C@H](CC[C@@H]4[C@@]5(C)C[C@@H](Cc6cn(CCO[C@@H]7O[C@H](COC(C)=O)[C@@H](O[C@@H]8O[C@H](COC(C)=O)[C@H](OC(C)=O)[C@H](OC(C)=O)[C@H]8OC(C)=O)[C@H](OC(C)=O)[C@H]7OC(C)=O)nn6)[C@H](O)C(C)(C)[C@@H]5CC[C@]43C)[C@@H]12,61,74,85,60,85,86,87,81,97
O=C(CNc1nc(-c2ccccc2)cs1)Nc1ccc(Br)cc1,-78*,-89*,-59*,-61*,-56*,-99*,-65*,-91*,-77*
N#Cc1ccc(-c2ccc3[nH]c(=O)nc(-c4ccccc4)c3c2)cc1,77,94,83,95,108,83,92,87,109
O=c1c2c3c(sc2n2c(CCl)nnc2n1Cc1ccccc1)CCCC3,-57*,-89*,-61*,-12*,-100*,-97*,-83*,-42*,-39*
CCC(C)N(CCNc1cc(OC)cc2cccnc12)CCC(C)C (stereo unspecified),50,77,88,78,56,111,58,72,68
COc1cc(CNC(=O)/C=C/c2ccc3c(c2)OCO3)ccc1O,92,105,87,103,111,97,103,106,124
CCOC(=O)c1c(C)oc2ncnc(N3CCN(C(=O)Nc4ccccc4)CC3)c12,89,84,87,101,101,88,104,92,95
O=C(O)c1ccc(NC(=S)NC(=O)c2ccc(Br)cc2)cc1,101,90,71,97,107,87,99,91,132
COc1cccc(C(=O)CSc2nc(-c3ccc(OCc4ccccc4)c(OC)c3)c(C#N)c(=O)[nH]2)c1,79,93,87,106,116,88,102,.,115
CC(C)C[C@H](NC(=O)Cn1ccccc1=O)B(O)O,79,97,54,106,86,99,97,93,106
COc1ccc(CCN2C(CC(=O)c3ccccc3)CCCC2CC(=O)c2ccccc2)cc1 (stereo unspecified),84,92,104,105,81,92,98,90,100
CCOC(=O)c1c2c(c(C)n1C)-c1nn(C)cc1CC2,77,105,91,92,93,109,110,93,.
C#CCOc1ccccc1C(Nc1ccc(C)cc1C)c1nnnn1C1CCCCC1 (stereo unspecified),66,81,86,83,72,91,92,82,106
COc1ccc(N2CC(c3nc4ccccc4s3)CC2=O)cc1 (stereo unspecified),.,96,97,98,103,91,99,83,95
CCN(CC)CCOc1ccc(/C(=C(\Cl)c2ccccc2)c2ccccc2)cc1,99&44,0.7*,49&28,5.9*,7.7*,75,-55*,82&61,-60*
Cc1ccc(NC(=O)c2[nH]c(SCCN(C)C)nc2-c2ccc(F)cc2)cc1Nc1ccc2ncn(C)c(=O)c2c1,69,65,64,56,21,67,52,42,15
Nc1ccccc1-c1nn2c(CCC(=O)c3nc4ccccc4[nH]3)nnc2s1,93,95,88,96,96,87,87,80,.
N#CCc1nn(-c2ccccc2)c(N)c1C#N,90,93,107,121,97,82,101,101,103
OC(c1cc(-c2ccc(C(F)(F)F)cc2)nc(-c2ccc(C(F)(F)F)cc2)c1)C1CCCCN1 (stereo unspecified),-79*,-71*,-71*,-68*,-82*,-80*,-71*,-60*,-80*

# Continuation:
SMILES,NCI-H522,HCT-15,NCI-H226,NCI-H460,HT29,NCI-H322M,SW-620,NCI-H23,COLO 205
c1ccc2c(c1)sc1c(-c3ccc(C4CC4)o3)cccc12,97,96,95,98,106,96,91,85,120
Cc1cc(C)c(S(=O)(=O)O)c(C)c1Nc1ccc(Nc2c(C)cc(C)c(S(=O)(=O)O)c2C)c2c1C(=O)c1ccccc1C2=O,94,104,89,107,102,101,97,103,104
CC1CCc2c(sc3nc(SCC(=O)N/N=C/c4ccc(Br)cc4)n(-c4ccccc4)c(=O)c23)C1 (stereo unspecified),94,101,89,109,104,104,107,96,120
CCN(CC)CCOC(=O)CCC(C)=O,104,104,100,109,101,100,106,111,111
O=C(CSc1nc2ccccc2c(=O)[nH]1)NNC(=O)c1ccc(Cl)cc1,103,103,92,104,109,99,103,99,111
COc1ccc(Cl)cc1NC(=O)C(Br)C(Br)C(=O)O (stereo unspecified),-44*,68,71,111,108,62,8.7*,67,105
Cc1nc2scc(-c3ccc(Cl)cc3)n2c(=O)c1CCCl,90,103,84,95,109,99,98,92,115
Nc1nc(-c2cc3c(cc2Cl)NC(=O)/C3=C/c2ccc(Cl)cc2)cs1,17,50,72,53,36,60,30,49,62
O=C(NCCc1ccc(F)cc1)Nc1ccc2c(ccn2C(=O)c2cccc(F)c2)c1,81,91,85,74,88,100,95,95,106
Cc1c(C(=O)Nc2ccccc2)sc2c(=O)[nH]c(C(F)(F)F)nc12,77,107,104,111,93,103,105,94,111
COc1cc(N(C)C)ccc1/C=C/C(=O)c1cc(C(=O)c2ccc(Br)cc2)n2ccc(C)cc12,85,100,90,101,103,95,108,101,123
